Source: PubChem
Mtb UGM inh – M. tuberculosis UGM enzyme inhibitors, primary screen, biochemical, fluorescence polarization, single point. 320,000 tested, 0.06% active. UDP-galactopyranose mutase (Mycobacterium tuberculosis (strain ATCC 25618 / H37Rv)), …. inhibition, % at 10 µM. purified UGM, fluorescence polarization probe displacement; in the data active = inhibition above about 10%, passing the limit was not always enough
Target sequence (P9WIQ1 whole entry, looked up): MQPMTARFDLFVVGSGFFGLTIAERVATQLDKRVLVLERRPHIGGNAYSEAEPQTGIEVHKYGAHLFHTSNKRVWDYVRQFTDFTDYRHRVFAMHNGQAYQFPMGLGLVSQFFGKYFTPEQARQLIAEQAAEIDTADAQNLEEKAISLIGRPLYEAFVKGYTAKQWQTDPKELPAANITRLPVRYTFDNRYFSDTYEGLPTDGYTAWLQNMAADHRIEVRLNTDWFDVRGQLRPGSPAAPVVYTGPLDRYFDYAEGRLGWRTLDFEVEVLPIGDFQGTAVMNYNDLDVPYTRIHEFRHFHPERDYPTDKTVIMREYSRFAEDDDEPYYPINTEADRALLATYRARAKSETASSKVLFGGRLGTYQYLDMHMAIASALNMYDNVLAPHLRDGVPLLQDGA
Rv3671c inh – Rv3671c serine protease inhibitors, primary screen, biochemical, fluorescence polarization, M. tuberculosis H37Rv; inhibition, % at 5.96 µM; 320,000 tested, 0.048% active; in the data active = inhibition above about 38%;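 also: extracellular domain of Rv3671c used as enzyme; 0% = enzyme with DMSO and 100% = no enzyme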
Target sequence (P9WHR9 whole entry, looked up, the tested form may be a part): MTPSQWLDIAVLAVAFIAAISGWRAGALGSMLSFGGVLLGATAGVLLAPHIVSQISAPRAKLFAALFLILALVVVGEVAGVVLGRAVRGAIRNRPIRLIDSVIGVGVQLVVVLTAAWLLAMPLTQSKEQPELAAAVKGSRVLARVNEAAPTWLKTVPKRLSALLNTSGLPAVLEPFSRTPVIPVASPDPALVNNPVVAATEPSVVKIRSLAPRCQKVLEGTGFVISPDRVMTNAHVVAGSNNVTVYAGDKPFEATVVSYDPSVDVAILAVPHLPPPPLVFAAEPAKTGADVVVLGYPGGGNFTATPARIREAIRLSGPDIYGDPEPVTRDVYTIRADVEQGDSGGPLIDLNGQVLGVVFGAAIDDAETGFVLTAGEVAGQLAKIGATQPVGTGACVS
BioA inh – M. tuberculosis BioA enzyme inhibitors, primary screen, biochemical, plate reader, single point, HTS. 7,8-diaminopelargonic acid synthase BioA (Mycobacterium tuberculosis). purified M. tuberculosis BioA enzyme. inhibition, % at 9.99 µM. 360,000 tested, 0.096% active. AID 602481, 2012; in the data active = inhibition above about 40%
BoNT F protease – BoNT/F light chain protease inhibitors, primary screen, biochemical, flow cytometry, MLPCN library; Botulinum neurotoxin type F light chain protease (Clostridium botulinum); Multiplex microsphere protease cleavage assay; inhibition, % at 10 µM; 360,000 tested, 0.22% active; in the data active = inhibition above about 35%, passing the limit was not always enough; also: plate controls were buffer without enzyme for full effect and enzyme alone for no effect
DUSP3 inh – VHR1 phosphatase inhibitors, primary screen, biochemical, absorbance, uHTS; Dual specificity protein phosphatase 3 (Homo sapiens), P51452; recombinant VHR phosphatase, pNPP absorbance; inhibition, % at 13.3 µM; 290,000 tested, 0.52% active; in the data active = inhibition above about 50%; also: some compounds called inactive have numbers as strong as hits
Target sequence (P51452 whole entry, looked up): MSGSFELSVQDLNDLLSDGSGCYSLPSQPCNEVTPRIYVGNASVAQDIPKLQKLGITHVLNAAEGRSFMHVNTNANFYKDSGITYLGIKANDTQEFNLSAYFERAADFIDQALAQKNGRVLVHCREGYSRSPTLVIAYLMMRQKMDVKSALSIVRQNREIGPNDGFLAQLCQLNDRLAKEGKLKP
* marks the source's active call; other numbers are inactive results; · = not tested or not shown.

Sequence of screens: Mtb UGM inh, Rv3671c inh, BioA inh, BoNT F protease, DUSP3 inh
O=C1c2cccnc2C(Nc2ccc(Br)cc2Br)N1Cc1cccs1 (configuration not stated)
    -1.6, -5.0, ·, ·, 10.3
O=S(=O)(Nc1nc2ccccc2nc1-[n+]1cccc(N=C([O-])c2ccccc2Cl)c1)c1ccccc1
    0.1, 4.8, ·, ·, 9.6
O=[N+]([O-])C(=c1ccc2c(c1)N1C3=C(CCCC3)CC3CCCCC31N=2)[N+](=O)[O-] (configuration not stated)
    -0.9, 3.8, ·, ·, 24.6
COc1cc(OC)cc(-c2cc3nc(C)cc(N4CCN(C(=O)c5ccco5)CC4)n3n2)c1
    1.7, -4.5, ·, ·, -4.6
CC(C)(C)C(=O)/C(=C\c1ccc([N+](=O)[O-])cc1)n1cncn1
    -2.6, 2.8, ·, ·, -0.2
CCN(CC)CCn1c(SCC(=O)Nc2ccc(F)cc2)nc2c(sc3ccccc32)c1=O
    1.5, -5.9, ·, ·, 14.5
CCOC(=O)CN(C)Cc1c[nH]c2ccccc12
    -0.8, -1.6, ·, ·, 17.5
CCc1nnc(NC(=O)c2csc3c2CCC(C)C3)s1 (configuration not stated)
    0.4, -3.3, ·, ·, 39.3
Cc1nc2c(C(=O)NCc3cccs3)cnn2c(C)c1Cc1ccccc1
    -0.9, -14.9, ·, ·, 29.9
COc1cccc(C2=CC(c3ccccc3)n3ncnc3N2)c1 (configuration not stated)
    3.6, -15.3, ·, ·, 0.0
COCCCNC(=O)C1CCC(CNS(=O)(=O)c2ccc(C)cc2)CC1 (configuration not stated)
    -1.5, -9.2, ·, ·, 13.1
O=C(Oc1ccc2cc(Br)ccc2c1)N1CCCCCC1
    3.2, 1.0, ·, ·, -3.9
CCn1c(SCC(=O)N2CCOCC2)nc2oc3c(Cl)cc(Cl)cc3c(=O)c2c1=O
    -2.2, -2.9, ·, ·, 14.4
CN(Cc1cccc(-c2ccncc2)c1)C(=O)Oc1ccc([N+](=O)[O-])cc1
    ·, ·, ·, -2.4, ·
COc1ccc(CCNC(=O)c2cc3ccc(Cl)cc3nc2N)cc1
    ·, ·, ·, -18.7, ·
Nc1nc2cc3c(cc2cc1C(=O)NCc1ccc(F)cc1)OCO3
    ·, ·, ·, 3.1, ·
COc1ccc(CCNC(=O)c2cc3cc(Cl)ccc3nc2N)cc1OC
    ·, ·, ·, -6.1, ·
Nc1nc2ccccc2cc1C(=O)NCCCCc1ccccc1
    ·, ·, ·, -2.1, ·
CCCNC(=O)C[C@@H]1CC[C@@H]2[C@@H](COc3ccc(NC(=O)COC)cc3C(=O)N2C)O1
    ·, ·, -2.0, ·, ·
Cc1ccccc1-c1ccc2c(c1)O[C@H](CN(C)C(=O)Nc1ccc(C(F)(F)F)cc1)[C@@H](C)CN([C@H](C)CO)S2(=O)=O
    ·, ·, -2.0, ·, ·

Part of the list above, comma-delimited.
SMILES,Mtb UGM inh,Rv3671c inh,BioA inh,BoNT F protease,DUSP3 inh
O=C1c2cccnc2C(Nc2ccc(Br)cc2Br)N1Cc1cccs1 (configuration not stated),-1.6,-5.0,·,·,10.3
O=S(=O)(Nc1nc2ccccc2nc1-[n+]1cccc(N=C([O-])c2ccccc2Cl)c1)c1ccccc1,0.1,4.8,·,·,9.6
O=[N+]([O-])C(=c1ccc2c(c1)N1C3=C(CCCC3)CC3CCCCC31N=2)[N+](=O)[O-] (configuration not stated),-0.9,3.8,·,·,24.6
COc1cc(OC)cc(-c2cc3nc(C)cc(N4CCN(C(=O)c5ccco5)CC4)n3n2)c1,1.7,-4.5,·,·,-4.6
CC(C)(C)C(=O)/C(=C\c1ccc([N+](=O)[O-])cc1)n1cncn1,-2.6,2.8,·,·,-0.2
CCN(CC)CCn1c(SCC(=O)Nc2ccc(F)cc2)nc2c(sc3ccccc32)c1=O,1.5,-5.9,·,·,14.5
CCOC(=O)CN(C)Cc1c[nH]c2ccccc12,-0.8,-1.6,·,·,17.5

The main list resumes; the 4 compounds before the break are reprinted first.
Sequence of screens: Mtb UGM inh, Rv3671c inh, BioA inh, BoNT F protease, DUSP3 inh
COc1ccc(CCNC(=O)c2cc3cc(Cl)ccc3nc2N)cc1OC
    ·, ·, ·, -6.1, ·
Nc1nc2ccccc2cc1C(=O)NCCCCc1ccccc1
    ·, ·, ·, -2.1, ·
CCCNC(=O)C[C@@H]1CC[C@@H]2[C@@H](COc3ccc(NC(=O)COC)cc3C(=O)N2C)O1
    ·, ·, -2.0, ·, ·
Cc1ccccc1-c1ccc2c(c1)O[C@H](CN(C)C(=O)Nc1ccc(C(F)(F)F)cc1)[C@@H](C)CN([C@H](C)CO)S2(=O)=O
    ·, ·, -2.0, ·, ·
Cc1ccc(S(=O)(=O)Nc2ccc3c(c2)C(=O)N([C@H](C)CO)C[C@H](C)[C@H](CN(C)Cc2ccc(C(F)(F)F)cc2)OCCCC[C@@H](C)O3)cc1
    ·, ·, -1.3, ·, ·
O=C(C[C@@H]1CC[C@@H]2[C@H](COC[C@@H](O)CN2C(=O)c2ccccc2)O1)Nc1ccccc1
    ·, ·, 0.1, ·, ·
C[C@H](CO)N1C[C@H](C)[C@@H](CN(C)CC2CCCCC2)Oc2ccc(NC(=O)NC3CCCCC3)cc2CC1=O
    ·, ·, 1.4, ·, ·
COc1ccc(S(=O)(=O)N(C)C[C@H]2Oc3ccc(NC(=O)Nc4ccc(C(F)(F)F)cc4)cc3CC(=O)N([C@@H](C)CO)C[C@@H]2C)cc1
    ·, ·, -0.7, ·, ·
CN1C(=O)c2cc(NC(=O)c3cccs3)ccc2OC[C@@H]2O[C@@H](CC(=O)NCCN3CCCCC3)CC[C@@H]21
    ·, ·, -7.9, ·, ·
COc1ccc(CN(C)C[C@@H]2Oc3ccc(NC(=O)C4CCCCC4)cc3C(=O)N([C@@H](C)CO)C[C@@H]2C)cc1
    ·, ·, -0.9, ·, ·
COc1ccc(NC(=O)Nc2cccc3c2O[C@@H](CN(C)C(=O)NC2CCCCC2)[C@H](C)CN([C@H](C)CO)C3=O)cc1
    ·, ·, 0.2, ·, ·
CN(C)C(=O)C[C@@H]1CC[C@H]2[C@@H](COC[C@H](O)CN2CC2CCCCC2)O1
    ·, ·, 6.2, ·, ·
C[C@@H]1CN([C@@H](C)CO)S(=O)(=O)c2ccc(-c3ccc(C#N)cc3)cc2O[C@H]1CN(C)Cc1ccccn1
    ·, ·, -1.4, ·, ·
O=C(C[C@H]1CC[C@H](NS(=O)(=O)c2ccc(F)cc2)[C@H](CO)O1)NC1CCCCC1
    ·, ·, 2.6, ·, ·
C[C@H]1CN([C@@H](C)CO)C(=O)CCCn2cc(nn2)CO[C@H]1CN(C)C(=O)Nc1cccc(F)c1
    ·, ·, 2.4, ·, ·
CO[C@H]1CN(C)C(=O)c2ccc(NS(C)(=O)=O)cc2OC[C@@H](C)N(C(=O)C2CCCCC2)C[C@@H]1C
    ·, ·, -0.7, ·, ·
C[C@@H]1CN([C@@H](C)CO)C(=O)c2cccc(NC(=O)C3CCOCC3)c2O[C@H]1CN(C)Cc1ccc(-c2ccccc2)cc1
    ·, ·, -1.1, ·, ·
CNC[C@H]1Oc2cc(-c3cccc(F)c3)ccc2S(=O)(=O)N([C@H](C)CO)C[C@@H]1C
    ·, ·, -1.2, ·, ·
COc1ccc(NC(=O)N(C)C[C@H]2Oc3ccc(NC(=O)NC(C)C)cc3CC(=O)N([C@H](C)CO)C[C@H]2C)cc1
    ·, ·, -2.3, ·, ·
CC(C)CC#Cc1ccc([C@@H]2[C@@H](CO)N3CCCCN(C(=O)Nc4ccccc4)C[C@H]23)cc1
    ·, ·, 1.6, ·, ·
C[C@@H](O)C#Cc1ccc2c(c1)O[C@@H](CN(C)C(=O)c1ccncc1)[C@@H](C)CN([C@@H](C)CO)S2(=O)=O
    ·, ·, 2.8, ·, ·
C[C@@H]1CN([C@H](C)CO)C(=O)c2cc(NC(=O)c3ccncc3)ccc2O[C@@H](C)CCCCO[C@H]1CN(C)S(=O)(=O)c1ccc(Cl)cc1
    ·, ·, -0.4, ·, ·
C[C@H](CO)N1C[C@H](C)[C@@H](CN(C)S(=O)(=O)c2cccs2)Oc2ccc(NC(=O)Cc3cn(C)c4ccccc34)cc2C1=O
    ·, ·, -1.6, ·, ·
COc1ccc(NC(=O)Nc2cccc3c2O[C@@H](CN(C)C(=O)Nc2ccc(C(F)(F)F)cc2)[C@@H](C)CN([C@@H](C)CO)C3=O)cc1
    ·, ·, -5.3, ·, ·
CS(=O)(=O)N1CCCCN2[C@@H](CO)[C@H](c3ccc(Br)cc3)[C@@H]2C1
    ·, ·, -6.3, ·, ·
CCCC(=O)Nc1ccc2c(c1)OC[C@H](C)N(C(=O)c1ccccn1)C[C@H](C)[C@H](OC)CN(C)C2=O
    ·, ·, -1.1, ·, ·
C[C@@H]1CN([C@@H](C)CO)C(=O)c2cc(C#CC3CCCC3)cnc2O[C@@H]1CN(C)C(=O)Cc1ccccn1
    ·, ·, -0.5, ·, ·
CC(=O)N(C)C[C@H]1Oc2ncc(-c3ccccc3F)cc2C(=O)N([C@@H](C)CO)C[C@H]1C
    ·, ·, -1.4, ·, ·
CN1C(=O)c2cc(NC(=O)Cc3cccs3)ccc2OC[C@H]2O[C@H](CC(=O)N[C@@H]3CCN(Cc4ccccc4)C3)CC[C@@H]21
    ·, ·, 0.3, ·, ·
C[C@H](CO)N1C[C@H](C)[C@H](CN(C)C)Oc2ccc(N(C)C)cc2C1=O
    ·, ·, -0.6, ·, ·
CO[C@@H]1CN(C)C(=O)c2ccc(NC(=O)Nc3ccc(C(F)(F)F)cc3)cc2OC[C@H](C)NC[C@@H]1C
    ·, ·, 2.1, ·, ·
CC=Cc1ccc2n(c1=O)C[C@@H]1[C@@H](CO)[C@H](C(=O)N(C)C)[C@H]2N1Cc1cc(F)ccc1F (mixture of isomers)
    ·, ·, -0.1, ·, ·
C[C@@H]1CCCCO[C@H](CN(C)C(=O)Nc2ccc(F)cc2)[C@H](C)CN([C@H](C)CO)C(=O)c2cc(NC(=O)c3ccncc3)ccc2O1
    ·, ·, -1.3, ·, ·
C[C@H](CO)N1C[C@H](C)[C@H](CN(C)Cc2ccc(C(=O)O)cc2)Oc2ccc(NC(=O)CCCN(C)C)cc2C1=O
    ·, ·, -2.8, ·, ·
C[C@H]1CN([C@@H](C)CO)C(=O)c2cc(C3=CCCC3)cnc2O[C@@H]1CN(C)Cc1ccc(F)cc1
    ·, ·, 0.2, ·, ·
CCNC(=O)[C@@H]1[C@@H](CO)[C@@H]2Cn3c(ccc(-c4ccccc4)c3=O)[C@@H]2N1C(=O)Cc1cccnc1
    ·, ·, 6.1, ·, ·
CCC(=O)Nc1ccc2c(c1)C(=O)N(C)C[C@@H](OC)[C@H](C)CN[C@H](C)CO2
    ·, ·, 1.1, ·, ·
OC[C@@H]1[C@H]2c3ccccc3NC[C@H]2N1Cc1ccccc1Cl
    ·, ·, -3.4, ·, ·
O=C(NC1CCCCC1)N[C@H]1CC[C@H](CC(=O)N2CCOCC2)O[C@@H]1CO
    ·, ·, -1.4, ·, ·
CO[C@H]1CC[C@H]2CCN(C)C(=O)CCCN(C)C(=O)c3cc(C#N)ccc3OC[C@H]1O2
    ·, ·, -0.4, ·, ·
COc1ccc(NC(=O)N2CCCCN3[C@H](CO)[C@H](c4ccc(C#Cc5ccccn5)cc4)[C@H]3C2)cc1
    ·, ·, 0.4, ·, ·
Cc1noc(C)c1S(=O)(=O)Nc1cccc2c1O[C@@H](CN(C)Cc1ccc(Cl)c(Cl)c1)[C@@H](C)CN([C@H](C)CO)C2=O
    ·, ·, -1.6, ·, ·
C[C@H]1CN([C@@H](C)CO)C(=O)c2cc(C#CCN(C)C)cnc2O[C@H]1CN(C)S(=O)(=O)c1cn(C)cn1
    ·, ·, 4.5, ·, ·
COc1ccc(NC(=O)N(C)C[C@@H]2Oc3ccc(NC(=O)Nc4cccc5ccccc45)cc3CC(=O)N([C@@H](C)CO)C[C@@H]2C)cc1
    ·, ·, -7.5, ·, ·
C[C@H]1CN([C@@H](C)CO)C(=O)Cc2cc(NC(=O)CCN3CCOCC3)ccc2O[C@@H]1CN(C)S(=O)(=O)c1ccccc1
    ·, ·, 3.9, ·, ·
C[C@@H]1CN([C@@H](C)CO)C(=O)c2cc(NS(=O)(=O)c3cn(C)cn3)ccc2O[C@@H](C)CCCCO[C@H]1CN(C)CC1CC1
    ·, ·, -1.8, ·, ·
O=C(c1cccnc1)N1CC[C@@H]2[C@H](CO)Nc3ccc(-c4ccccc4)cc3[C@@H]21
    ·, ·, 7.0, ·, ·
COc1ccc(S(=O)(=O)Nc2ccc3c(c2)CC(=O)N([C@H](C)CO)C[C@H](C)[C@H](CN(C)C(=O)Nc2ccc(F)cc2)O3)cc1
    ·, ·, -2.8, ·, ·

These rows are one share of the data. The share of hits here may be higher or lower than overall.
